Bioassay records (PubChem BioAssay)
GPR55 LPI antagonism: GPR55 antagonists blocking LPI-driven arrestin recruitment, primary screen, imaging, U2OS, beta-arrestin-GFP, LPI agonist (AID 2013); G-protein coupled receptor 55 (Homo sapiens); U2OS GPR55 beta-arrestin-GFP translocation imaging, LPI antagonism; higher % means a stronger effect; inhibition, % at 10 µM, or IC50 in µM where a hit was titrated; 0.13% of 290,000 active;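 active = spots per cell inhibited over 60%, with over 100 cells counted and total cytoplasm intensity under 500,000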;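 also: U2OS cells stably carrying GPR55 and arrestin-GFP stimulated by 5 µM LPI near EC80; imaged beta-arrestin-GFP aggregate spots per cell after agonist stimulation; plate controls were LPI-stimulated DMSO wells for no effect and DMSO wells without LPI for full effect; some results filed as inactive read as strong as hits; confirmed hits need IC50 under 10 µM and bright autofluorescent wells are also inconclusive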
NOD1 NF-kB reporter: NOD1 signaling inhibitors, primary screen, cell-based, luminescence, uHTS (AID 1578). 1% of 290,000 active. NOD1-driven NF-kB luciferase reporter cells, luminescence; higher % means a stronger effect. one-dose inhibition, % at 4 µM; EC50 in µM for titrated hits; in the data active = inhibition mostly above about 36%, no sharp cut-off; inactive = mostly below about 34%;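 also: HEK-293T reporter cells stimulated with the NOD1 agonist gamma-tri-DAP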
AID2073: inhibitors of Mint1-CaV2.2 protein interaction, biochemical, HTRF (AID 2073). 0.19% of 290,000 active. HTRF protein-protein interaction, Mint1-CaV2.2; higher % means a stronger effect. inhibition, % at 20 µM, or IC50 in µM where a hit was titrated; in the data active = inhibition mostly above about 51%, no sharp cut-off; also: some results filed as inactive read as strong as hits
HIV fusion peptide: inhibitors of HIV fusion peptide binding, primary screen, biochemical, uHTS, fluorescence dequenching (AID 1986); inhibition, % at 20 µM, or IC50 in µM where a hit was titrated; 0.3% of 290,000 active; cell-free peptide binding, fluorescence dequenching, 30 min; higher % means a stronger effect; in the data active = inhibition mostly above about 52%, no sharp cut-off; inactive = mostly below about 76%; also: some results filed as inactive read as strong as hits
KOR beta-arrestin-1: KOR antagonists, beta-arrestin recruitment, cell-based, luminescence, uHTS (AID 1778) | Kappa-type opioid receptor (Homo sapiens) | KOR beta-arrestin recruitment, luminescence, antagonist mode; higher % means a stronger effect | inhibition, % at 10 µM, or IC50 in µM where a hit was titrated | 0.091% of 290,000 active; in the data active = inhibition above about 50%; also: strong numbers were not always called active
GPR55 beta-arrestin: GPR55 agonists via beta-arrestin recruitment, primary screen, imaging, U2OS cells, beta-arrestin-GFP redistribution (AID 1961) | G-protein coupled receptor 55 (Homo sapiens) | U2OS GPR55 beta-arrestin-GFP redistribution imaging; higher % means a stronger effect | activation, % at 10 µM; hits with a dose series show EC50 in µM | 0.048% of 290,000 active;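 active = activation above 40% with more than 50 cells counted in the well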;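 also: U2OS osteosarcoma cells stably expressing GPR55 and beta-arrestin-GFP; plate controls were DMSO negative control for no effect and LPI positive control for full effect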
KOR beta-arrestin-2: KOR agonists, beta-arrestin recruitment, primary screen, cell-based, luminescence, uHTS (AID 1777); KOR beta-arrestin recruitment, luminescence; higher % means a stronger effect; activation, % at 10 µM, or EC50 in µM where a hit was titrated; 0.02% of 280,000 active; in the data active = activation above about 50%, passing the limit was not always enough; also: a part of the inactive calls stands beside numbers as strong as those of hits
Siah-1 displacement: Siah-1 peptide-binding antagonists, primary screen, biochemical, fluorescence polarization, rhodamine-plectin, uHTS (AID 1817); 0.02% of 290,000 active; E3 ubiquitin-protein ligase SIAH1 (Homo sapiens); Siah-1 / rhodamine-plectin peptide fluorescence polarization; higher % means a stronger effect; one-dose displacement, % at 20 µM; IC50 in µM for titrated hits;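 active = displacement of at least 50% at 20 µM, with a fluorescence ratio check between 0.3 and a set limit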;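 also: plate controls were Siah plus tracer with DMSO for no effect and tracer alone without Siah for full effect; strong numbers were not always called active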
GPR35 antagonists: GPR35 antagonists blocking zaprinast-driven arrestin recruitment, primary screen, imaging, U2OS, beta-arrestin-GFP, zaprinast agonist (AID 2058). G-protein coupled receptor 35 (Homo sapiens). 0.052% of 290,000 active. one-dose inhibition, % at 10 µM; IC50 in µM for titrated hits. U2OS GPR35 beta-arrestin-GFP translocation imaging, zaprinast antagonism; higher % means a stronger effect;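 active = inhibition of at least 50% with at least 30 cells and total cytoplasm GFP at most 10,000,000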
The depositor's hits bear a star; . = no result given; & = joins results of further samples; [ ] = another dose, or the depositor's remark. Not all compounds are listed; rates above refer to the full screens.

Keys – A = GPR55 LPI antagonism; B = NOD1 NF-kB reporter; C = AID2073; D = HIV fusion peptide; E = KOR beta-arrestin-1; F = GPR55 beta-arrestin; G = KOR beta-arrestin-2; H = Siah-1 displacement; I = GPR35 antagonists
SMILES: CC(C)c1ccc(C(CC(=O)c2ccc(Cl)cc2)C(=O)O)cc1 (configuration not stated)
  A: -15%; B: 0%; C: 13%; D: 7.9%; E: -10%; F: 0.1%; G: -4.9%; H: -4%; I: 2%
SMILES: COCCNC(=O)CSc1ccccc1C(=O)NC1CCCc2ccccc21 (configuration not stated)
  A: 1%; B: -8%; C: -1%; D: 0.0%; E: -57%; F: -0.2%; G: 3.7%; H: 1%; I: 5%
SMILES: O=C(O)c1ccccc1-c1ccccc1C(=O)Nc1nccs1
  A: 8%; B: -10%; C: -1%; D: 4.6%; E: 25%; F: -0.4%; G: -1.9%; H: 9%; I: -8%
SMILES: CCN(CC)CCCNC(=O)Cn1cc2c(n1)CCC(C)C2 (configuration not stated)
  A: 11%; B: -8%; C: 12%; D: 0.2%; E: 20%; F: -0.1%; G: -2.2%; H: 0%; I: -10%
SMILES: COc1ccc2nc(SCC(=O)Nc3c(C)cccc3C)[nH]c2c1
  A: -7%; B: 27%; C: -1%; D: -2.5%; E: -3%; F: -0.1%; G: 1.8%; H: 2%; I: 14%
SMILES: Cc1cc(NC(=O)CSc2nnc(CNc3cccc(C(F)(F)F)c3)n2Cc2ccco2)no1
  A: 4%; B: -34%; C: -4%; D: -0.8%; E: 12%; F: 0.2%; G: -7.4%; H: -2%; I: -1%
SMILES: Cc1cccc(NC(=S)N/N=C/C(C)c2ccccc2)c1C (configuration not stated)
  A: 7%; B: -34%; C: 3%; D: -1.6%; E: 12%; F: -0.2%; G: -1.9%; H: 3%; I: 6%
SMILES: CCN1CCCC1CNC(=O)CCNC(=O)c1cc(OC)c(OC)c(OC)c1 (configuration not stated)
  A: 17%; B: .; C: -2%; D: 0.6%; E: -1%; F: 0.3%; G: -1.2%; H: 7%; I: 9%
SMILES: CCCOC(=O)C1=C(C)N(C)C(=O)NC1c1cc2c(cc1Br)OCO2 (configuration not stated)
  A: -8%; B: -23%; C: -7%; D: -0.3%; E: -34%[20 µM]; F: -0.4%; G: -3.3%; H: 3%; I: -4%
SMILES: CCOCCCNC(=S)Nc1ccc(Br)cc1Cl
  A: -2%; B: -3%; C: -40%; D: -2.1%; E: -9%; F: -0.3%; G: .; H: -1%; I: 19%
SMILES: COc1cc(C(=O)Nc2sc(C)c(C)c2C(=O)O)cc(OC)c1OC
  A: -4%; B: -18%; C: 22%; D: 2.2%; E: -40%[20 µM]; F: -0.1%; G: .; H: -4%; I: 3%
SMILES: Cc1ccc(S(=O)(=O)/N=C(\CSC(N)=O)Nc2ccccc2)cc1
  A: 11%; B: -12%; C: -4%; D: 0.0%; E: -3%; F: 0.3%; G: 1.8%; H: 1%; I: -2%
SMILES: CC(C)CNC(=O)CCCc1c[nH]c2ccccc12
  A: 15%; B: 4%; C: -1%; D: -0.3%; E: 21%; F: -0.1%; G: 4.3%; H: 2%; I: 3%
SMILES: COc1ccc(C(=O)N2CCCC(C(=O)N3CCN(c4ccccc4)CC3)C2)cc1 (configuration not stated)
  A: -6%; B: 2%; C: -8%; D: 2.7%; E: 1%; F: -0.3%; G: 1.6%; H: 8%; I: 7%
SMILES: OC1(c2ccccc2Cl)NN=C2CCCCCN21 (configuration not stated)
  A: -3%; B: -27%; C: -11%; D: 1.1%; E: -16%; F: 0.0%; G: 1.1%; H: 11%; I: 4%
SMILES: Cc1ccc(S(=O)(=O)Cc2ccc(C(=O)NCCCN3CCCC3=O)o2)cc1
  A: 10%; B: 4%; C: 11%; D: 0.7%; E: 23%; F: -0.1%; G: -2.8%; H: -3%; I: -1%
SMILES: CC1CC(C)(C)NC(=S)N1CC(=O)N1CCN(Cc2ccccc2)CC1 (configuration not stated)
  A: 8%; B: -33%; C: -11%; D: -0.2%; E: 8%; F: -0.2%; G: -1.8%; H: -3%; I: 17%
SMILES: COC(=O)[C@H](C)NC(=O)Nc1ccc(OC)cc1OC
  A: 1%; B: -1%; C: -4%; D: 0.6%; E: 33%; F: -0.2%; G: -8.3%; H: 0%; I: 6%
SMILES: Cc1c(O)c(=O)ccn1C
  A: 5%&3%; B: -14%&-11%; C: 2%&-7%; D: 4.1%&2.8%; E: 13%&7%; F: 0.2%&-0.1%; G: -0.4%&-3.6%; H: 5%&-5%; I: -1%&1%
SMILES: COc1cccc2cc(C(=O)OCc3ccccc3)c(=O)oc12
  A: 13%; B: 26%; C: 19%; D: -2.7%; E: -17%; F: -0.2%; G: 2.1%; H: 0%; I: 14%
SMILES: [N-]=[N+]=NC[C@H](Cc1ccccc1)N1CC[C@@H](NC(=O)OCc2ccccc2)CCC1=O
  A: 2%; B: -26%; C: 5%; D: 0.5%; E: 6%[20 µM]; F: 0.8%; G: -2.9%; H: 0%; I: -16%
SMILES: CC(=O)c1ccc(N2CCN(C(=O)CCCc3nc4ccccc4s3)CC2)cc1
  A: -4%; B: -8%; C: -4%; D: -1.2%; E: 29%; F: 0.4%; G: 2.8%; H: -1%; I: -2%
SMILES: COc1cccc2cc(C(=O)OC(C)C(=O)c3ccc(C)cc3)c(=O)oc12 (configuration not stated)
  A: -5%; B: -2%; C: 16%; D: -1.3%; E: 4%; F: -0.1%; G: -2.3%; H: 3%; I: 11%
SMILES: CCN1C(=O)N(CC)C2C1N(CO)C(=O)N2CO (configuration not stated)
  A: 2%; B: -27%; C: 21%; D: -0.6%; E: -48%; F: 0.8%; G: 4.9%; H: -3%; I: -14%
SMILES: COc1cc(C2NC(=O)CS2)cc(OC)c1OC (configuration not stated)
  A: 10%; B: -12%; C: 6%; D: 2.7%; E: 16%; F: -0.2%; G: 2.3%; H: 7%; I: 6%
SMILES: O=C(c1ccc(Cl)c(S(=O)(=O)NCc2ccco2)c1)N1CCN(c2ccccc2F)CC1
  A: 7%; B: -7%; C: 1%; D: -2.1%; E: 30%; F: -0.2%; G: -8.6%; H: 4%; I: -6%
SMILES: CC(c1ccon1)N(C)C(=O)CCc1nnc(C2(c3ccc(Cl)cc3)CCC2)o1 (configuration not stated)
  A: -11%; B: -58%; C: -5%; D: -1.7%; E: -15%; F: -0.2%; G: -3.8%; H: 2%; I: 6%
SMILES: Cc1ccc(CN2C(=O)CCC2C(=O)NCCCN2CCCC(C)C2)cc1 (configuration not stated)
  A: 6%; B: -6%; C: 8%; D: -0.9%; E: -30%; F: -0.2%; G: -3.4%; H: -6%; I: 4%
SMILES: COc1ccc(CCN(Cc2cccs2)S(=O)(=O)c2ccc(S(=O)(=O)N3CCCCCC3)cc2)cc1OC
  A: 20%; B: -44%; C: 2%; D: 0.9%; E: -15%; F: -0.1%; G: 25%; H: 2%; I: -20%
SMILES: CCCCCCCC(=O)Nc1ccc(C(=O)N/N=C/c2cccc([N+](=O)[O-])c2)cc1
  A: 14%; B: -99%; C: 22%; D: 61%; E: -8%; F: 0.3%; G: 2.1%; H: 12%; I: -2%
SMILES: COCCN(CCOC)c1ncc(Cl)c(C(=O)c2c(C)cc3ccccn23)n1
  A: -4%; B: 10%; C: -3%; D: 3.9%; E: 18%; F: 0.2%; G: 5.3%; H: -2%; I: 9%
SMILES: CN1CCN(C(=O)c2cc([N+](=O)[O-])ccc2Cl)CC1
  A: 8%; B: -2%; C: 7%; D: -0.8%; E: -6%; F: -0.1%; G: 5.1%; H: 0%; I: 13%
SMILES: CC(C)C(=O)Nc1nc(-c2ccc([N+](=O)[O-])cc2)cs1
  A: -4%; B: -29%; C: -5%; D: -1.1%; E: -54%[20 µM]; F: 0.6%; G: 6.9%; H: -3%; I: -4%
SMILES: O=C(CC1Sc2ccccc2NC1=O)NCc1cccc(Cl)c1 (configuration not stated)
  A: 6%; B: 4%; C: -4%; D: 1.0%; E: -9%; F: -0.5%; G: 6.6%; H: 0%; I: 8%
SMILES: CCN1CCN(C(c2cccs2)C(C)NC(=O)c2c(F)cccc2F)CC1 (configuration not stated)
  A: 11%; B: 4%; C: -6%; D: -1.7%; E: -12%; F: 0.2%; G: 0.2%; H: 4%; I: 18%
SMILES: CCN1CCc2nc3ccccc3c(C(=O)Nc3ccc(NC(C)=O)cc3)c2C1
  A: 10%; B: 5%; C: 23%; D: 0.0%; E: 29%; F: -0.2%; G: -2.0%; H: 3%; I: 5%
SMILES: COc1ccccc1NS(=O)(=O)c1ccc(N/N=C/C=C/c2ccccc2[N+](=O)[O-])c([N+](=O)[O-])c1
  A: 2%; B: -8%; C: 32%; D: -2.1%; E: 10%[20 µM]; F: -0.1%; G: -5.5%; H: 5%; I: 11%
SMILES: NCCCCCc1nnc(SCc2ccc(Cl)cc2Cl)o1
  A: 16%; B: -27%; C: 1%; D: 1.3%; E: 22%; F: 1.0%; G: -2.0%; H: 0%; I: 16%
SMILES: Oc1ccc(/C=N/Nc2nccnc2Cl)c(O)c1
  A: 0%; B: .; C: -3%; D: 1.4%; E: 8%; F: -0.1%; G: -2.5%; H: -12%; I: -4%
SMILES: Cc1cc(-c2ccco2)n(CC(=O)NCc2ccco2)n1
  A: -3%; B: -4%; C: 15%; D: 0.1%; E: -8%; F: 0.4%; G: 1.0%; H: -2%; I: 0%
SMILES: CCN(CC)S(=O)(=O)c1cc(C(=O)n2cccn2)c(Cl)cc1Cl
  A: -9%; B: -16%; C: -2%; D: 1.0%; E: -20%; F: -0.1%; G: 6.2%; H: -2%; I: 2%
SMILES: COc1ccc(-c2cc(=O)oc3c(C)c(OCC(=O)N[C@@H](Cc4ccc(O)cc4)C(=O)O)ccc23)cc1
  A: 3%; B: -28%; C: 0%; D: 11%; E: 15%[20 µM]; F: -0.2%; G: 3.9%; H: -2%; I: -5%
SMILES: COCCOC(=O)c1c(NC(=O)COC(=O)Cc2cccc(OC)c2)sc(C(N)=O)c1C
  A: 0%; B: -21%; C: 9%; D: 1.2%; E: -18%; F: 0.3%; G: 2.4%; H: -3%; I: 3%
SMILES: C/C(Cc1ccccc1)=N\NC(=O)CNC(=O)c1ccc(Cl)cc1
  A: 0%; B: -4%; C: 4%; D: -0.9%; E: -10%; F: -0.1%; G: -1.6%; H: -1%; I: -9%
